# TDP1 cell CPT: growth inhibition of DT40 Tdp1-/-;hTDP1 cells with camptothecin (screen for TDP1 inhibitors). Potency, µM (titrated, usually from 46.2 µM), for inactives: at the top dose activity change, negative = growth inhibition, hits mostly inhibitors. 420,000 compounds, 12% hits. chicken DT40 Tdp1-/-;hTDP1 cells + 20 nM CPT, ATP luminescence, 48 h; also: nearly all actives have a fitted effect of over 55% in size
#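 Chicken DT40 Tdp1-/- cells stably complemented with human TDP1 were seeded at 400 cells/well in medium containing 20 nM camptothecin, exposed to pin-transferred compounds, and grown at 37 °C for at least 48 hr. Viability was read as ATP luminescence.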
# KAT2A inh: inhibitors of human GCN5L2 histone acetyltransferase | Q92830 | GCN5L2 HAT assay, ThioGlo1 CoA-SH fluorescence | Potency, µM (titrated, usually from 58.9 µM), inactives show top-dose activity change, negative = inhibition, actives largely listed as inhibitors | 390,000 compounds, 0.21% hits
# Target sequence (Q92830 whole entry, looked up): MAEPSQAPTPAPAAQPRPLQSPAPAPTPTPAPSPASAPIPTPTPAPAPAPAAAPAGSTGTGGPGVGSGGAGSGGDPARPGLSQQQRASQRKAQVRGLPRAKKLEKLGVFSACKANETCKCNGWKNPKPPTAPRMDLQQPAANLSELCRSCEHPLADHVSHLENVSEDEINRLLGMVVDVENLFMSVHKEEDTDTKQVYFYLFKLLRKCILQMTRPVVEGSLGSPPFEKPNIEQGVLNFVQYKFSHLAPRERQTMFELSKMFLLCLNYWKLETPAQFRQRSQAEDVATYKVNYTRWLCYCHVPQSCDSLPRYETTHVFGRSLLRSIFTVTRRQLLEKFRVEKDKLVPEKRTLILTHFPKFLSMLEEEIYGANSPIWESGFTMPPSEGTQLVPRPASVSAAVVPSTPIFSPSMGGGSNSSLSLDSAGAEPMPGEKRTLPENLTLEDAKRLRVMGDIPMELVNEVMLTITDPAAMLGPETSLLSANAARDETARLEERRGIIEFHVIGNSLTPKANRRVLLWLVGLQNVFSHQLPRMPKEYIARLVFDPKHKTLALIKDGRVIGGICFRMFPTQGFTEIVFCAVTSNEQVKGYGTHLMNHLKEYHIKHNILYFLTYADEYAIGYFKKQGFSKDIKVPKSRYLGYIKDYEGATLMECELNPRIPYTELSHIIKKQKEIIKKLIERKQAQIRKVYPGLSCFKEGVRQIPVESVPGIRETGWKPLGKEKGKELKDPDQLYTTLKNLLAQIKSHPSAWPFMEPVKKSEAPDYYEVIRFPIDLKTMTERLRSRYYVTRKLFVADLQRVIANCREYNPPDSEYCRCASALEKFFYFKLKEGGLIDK
#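 Fluorescence readout, Ex340nm/Em540nm: ThioGlo1 (50uM final) reacts with free CoA thiol released as 20nM GCN5L2 acetylates H3(1-25) peptide (75uM) using acetyl-CoA (70uM). Compound and enzyme sat 15 min beforehand; 20 min room-temperature reaction.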
# DT40 TDP1 no CPT: qHTS for Inhibitors of human tyrosyl-DNA phosphodiesterase 1 (TDP1): qHTS in cells in absence of CPT; DT40 Tdp1-/- hTDP1 cells, no CPT, ATP luminescence, 48 h; Potency, µM (titrated, usually from 46.2 µM), for the others: top-dose activity change, negative = growth inhibition, usual class: inhibitors; 420,000 compounds, 15% hits; also: nearly all actives have a fitted effect of over 55% in size
#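 Growth kinetics read by CellTiter-Glo luminescence after ≥48 hr at 37 °C. Cells: DT40 Tdp1-/- stably carrying human TDP1, 400 per well, compound exposure in the absence of CPT (DMSO vehicle).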
# Active calls of the source: *; u = inconclusive; x = not tested or not shown; [ ] = another dose, or the depositor's remark. Calls follow the shape of the dose curve; as a rule, active = well fitted curve in the direction sought with a large enough effect; inconclusive = small, poorly fitted or top-dose-only effect, or another doubt; inactive = no such curve, though single readings can be large; an effect the other way counts as inactive or inconclusive. % is scaled to controls: 0 for no effect and ±100 for the full control effect; potency is read from the fitted curve at half-maximal effect.
SMILES,TDP1 cell CPT,KAT2A inh,DT40 TDP1 no CPT
O=C(NCC1COc2ccccc2O1)C1CCN(S(=O)(=O)c2ccc(Cl)cc2)CC1 (centres undefined),u,-7%,u
O=C(NCCc1ccccc1)c1ccc2nc(N3CCOCC3)sc2c1,-7%,3%,u
CN(C)C=Nc1nonc1-c1ccc(Cl)cc1,1%,1%,-4%
O=C(Nc1ccccc1NC(=O)NC1CCCCC1)NC1CCCCC1,u,-2%,u
CCOC(=O)c1c(CN2CCCCC2)n(C)c2cc(Br)c(O)c(CN(C)C)c12,18µM*,-6%,u
COc1ccc(C(C)(C)C)cc1NC(=O)Nc1ccc2c(c1)OCO2,u,-16%,u
O=C(O)CC(CNS(=O)(=O)c1cccc2nsnc12)c1ccccc1 (centres undefined),19%,-6%,-10%
COc1ccc(NC(=S)NC2CCS(=O)(=O)C2)cc1 (centres undefined),2%,2%,8%
Cc1nc2c(-c3ccc(F)cc3)c(C)nn2c(C)c1CCC(=O)NCc1ccc(F)cc1,-8%,-2%,-9%
O=C(N/N=C/c1cc(O)ccc1[N+](=O)[O-])c1ccc2c(c1)OCCO2,u,-6%,u
Cc1ccc(-c2c3c([nH]c(=S)c2C#N)CCCC3)o1,23µM*,-21%,u
CN(CC(=O)Nc1cccc(F)c1)CC(=O)N1CCc2ccccc21,-11%,-2%,-17%
COC(=O)C1CCN(C(=O)COC(=O)c2oc3ccccc3c2C)CC1,1%,3%,u
COC(C[C@@H]1O[C@@H]1C(=O)[C@H](C)OCc1ccccc1)OC,u,x,-4%
COc1cccc(CN2CC(C(=O)NCCOc3cccnc3)CCC2=O)c1 (centres undefined),-25%,0%,-20%
Oc1[nH]c(N=C2N=c3ccccc3=N2)c2ccccc12,0.58µM*,-14%,0.92µM*
COc1ncnc2c1ncn2CCCNCC(c1ccccc1)c1ccccc1,23µM*,x,18µM*
O=C1NN=C2CCCCCCCCCCC12 (centres undefined),-23%,x,-28%
COc1ccc(CCNC(=O)C2CC(c3ccccc3[N+](=O)[O-])=NO2)cc1 (centres undefined),11%,-9%,4%
Cc1cccc(OCc2nnc(SCC(=O)Nc3ccc(C)cc3C)o2)c1,-21%,-4%,u
Cc1ccc(S(=O)(=O)/N=C2\C(=O)c3ccccc3C([O-])=C2n2cc[n+](CCC(C)C)c2)cc1,16µM*,u,16µM*
CN(C)S(=O)(=O)n1cc(/C=C(\NC(=O)c2ccccc2)C(=O)NCCCN2CCOCC2)c2ccccc21,u,u,u
COc1ccc(C(=O)N(C)C(C)c2nccs2)cc1OC1CCN(C(C)=O)CC1 (centres undefined),-3%,x,-1%
c1ccc(-c2nc(-c3cccnc3)cs2)cc1,-10%,-15%,-17%
CCc1ccccc1S(=O)(=O)Cc1ccc(C(=O)NCc2ccc3c(c2)OCO3)o1,u,-2%,u
# (further entries)
SMILES,TDP1 cell CPT,KAT2A inh,DT40 TDP1 no CPT
CCn1cc(S(=O)(=O)Nc2ncccn2)cn1,-8%,-17%,23%
CC(=O)N1c2ccc(S(=O)(=O)N3CCCCCC3)cc2CC1C(=O)NCc1ccccc1C (centres undefined),u,-6%,u
CC1CC(C)CN(S(=O)(=O)c2ccc(NC(=O)C3CSC4(C)CCC(=O)N34)cc2)C1 (centres undefined),23µM*,-12%,u
O=S(=O)(c1cccc2nsnc12)N1CCc2ccccc2C1,0%,1%,-15%
Cc1ccc(/C=C(\C#N)C(=O)Nc2ccc(Br)cc2)o1,-10%,-7%,-4%
COc1cc2c(cc1OC)C(NC(=O)C(F)(F)F)C/C2=N\O (centres undefined),-11%,-4%,2%
O=C(c1cc(-c2ccc(O)cc2)on1)N1CCN(c2ccc(F)cc2)CC1,21µM*,-17%,u
Cc1cc(C)cc(NS(=O)(=O)c2ccc(Oc3ncc(C(F)(F)F)cc3Cl)cc2)c1,23µM*,u,13µM*
COc1cccc(NC(=O)CN(C)C(=O)CC2CCCC2)c1,-18%,x,-28%
C#Cc1ccc([C@@H]2C=C(C(=O)N3CCN(Cc4ccc5c(c4)OCO5)CC3)O[C@H](OCC)[C@H]2CCCO)cc1,u,0%,u
O=C(Nc1c(-c2ccccc2)[nH][nH]c1=O)c1ccc(Br)cc1,-11%,x,5%
CCn1cc(CNC(=O)NC2CCCCC2)c(C)n1,1%,-3%,-11%
CC1CC(C)CN(C(=O)c2cccc(N3C(=O)c4ccccc4C3=O)c2)C1 (centres undefined),-9%,-2%,-21%
O=C(CCN1CCc2ccccc2C1)c1ccc2c(c1)OCCO2,5.8µM*,-3%,3.7µM*
CCOc1ccc(NC(=O)c2cnn(-c3ccccc3)c2-n2cccc2)cc1,u,-5%,u
Cc1noc(C)c1S(=O)(=O)N1CCC(C(=O)N2CCN(Cc3ccc4c(c3)OCO4)CC2)CC1,u,1%,u
O=C1CCCC2=C1C(Cc1ccccc1)C1=C(CCCC1=O)O2,-28%,-3%,-19%
CCCNC(=O)Cn1c(=O)oc2ccccc21,-17%,17%,-13%
COc1ccc(Cl)cc1C(=O)NCc1nnnn1-c1ccccc1,-6%,0%,-9%
COC(=O)[C@H](Cc1ccccc1)NC(=O)NCCc1ccc(S(N)(=O)=O)cc1,8%,2%,-4%
O=C(O)c1cc(-c2cccs2)[nH]n1,-8%,4%,-6%
Cc1ccc(-c2ccnc3c(Br)c(C)nn23)cc1,-14%,-15%,u
O=C1CCCN1c1ccc(S(=O)(=O)NCCc2ccc(Cl)cc2)cc1,u,-4%,u
COC(=O)c1ccc(NCCC(=O)O)cc1,4%,-3%,-18%
O=C(CN1CCN(CC(=O)Nc2ccc3c(c2)OC2(CCCCC2)O3)CC1)Nc1cccc(F)c1,23µM*,x,16µM*
# (next part)
SMILES,TDP1 cell CPT,KAT2A inh,DT40 TDP1 no CPT
CCN1CCN(Cc2coc3ccc(C)cc3c2=O)CC1,u,u,-22%
COc1ccc(CC(=O)OCC(=O)Nc2cc(S(=O)(=O)N3CCOCC3)ccc2N2CCCC2)cc1,0%,-6%,-7%
CCOc1ccc(C(=O)NCC(=O)NC(C)c2ccc(-n3ccnc3)cc2)cc1OCC (centres undefined),2%,0%,-15%
COC(=O)c1cccc(NC(=O)/C=C/c2ccc3c(c2)OCO3)c1,u,-4%,u
Cc1ccc(NC(=O)C2C3CCCCC32)cc1[N+](=O)[O-] (centres undefined),-29%,1%,0%
Cc1ccc(C2=NS(=O)(=O)N(C)C(C(=O)NCc3ccccc3)=C2)cc1,-3%,-6%,u
COCC1CCCN(C(=O)c2cc(COc3ccc4ncccc4c3)on2)C1 (centres undefined),7.3µM*,0%,5.8µM*
CC(CC(=O)Nc1ccc(F)cc1)S(=O)(=O)c1cc2c3c(c1)CCN3C(=O)CC2 (centres undefined),-22%,7%,-21%
O=Cc1ccc2cccnc2n1,u,-4%,u
Cc1ccc(NC(=O)Cn2cnc([N+](=O)[O-])c2)cc1C,5%,-2%,-5%
CCOc1ccccc1NC(=O)NC(=O)N(C)S(=O)(=O)c1ccc(C)cc1,-6%,-7%,14%
CCC1CCCCN1CCCNC(=O)c1cn(C)c2ccc(S(=O)(=O)N3CCOCC3)cc2c1=O (centres undefined),2%,-10%,5%
O=C(CNC(=O)COc1ccccc1)NCCc1ccccn1,26%,-2%,5%
O=C(COc1ccccc1)NCC(=O)N/N=C/c1ccc(Br)cc1,-19%,-2%,-11%
CC(Sc1nnc(-c2cccs2)n1Cc1ccccc1)C(=O)NCc1ccc2c(c1)OCO2 (centres undefined),-27%,-7%,u
O=C(Nc1ccc(F)c(Cl)c1)c1cc(C2CCCN(C(=O)c3cccs3)C2)on1 (centres undefined),u,x,u
CCCNC(=O)Nc1ccc2c(c1)N(C)C(=O)c1ccccc1S2,-25%,1%,u
CCOC(=O)c1c(OCCO)noc1N,4%,-3%,3%
Cc1ccnc(NC(=O)c2cc([N+](=O)[O-])cc([N+](=O)[O-])c2)c1,-27%,-10%,-7%
Cc1ccccc1/C=C/c1nc2ccccc2c(=O)n1Cc1ccccc1,2%,-10%,-2%
COc1cc(/C=C/C(=O)O)cc(S(=O)(=O)NCCO)c1OC,4%,-5%,-1%
CC(Oc1ccccc1)c1ccnn1S(C)(=O)=O (centres undefined),1%,1%,-3%
O=C(c1ccccn1)N(c1ccccc1)C1(C(=O)NC2CCCCC2)CCCCC1,0%,-6%,-19%
COc1ccccc1OC(C)C(=O)N1CCN(CCc2ccccn2)CC1 (centres undefined),6%,-11%,-23%
O=C1CN(c2ccccc2F)C(=O)CN1c1ccccc1F,-1%,3%,-11%

# A different layout for 7 compounds above:
# Values run as follows: TDP1 cell CPT	KAT2A inh	DT40 TDP1 no CPT
CCN1CCN(Cc2coc3ccc(C)cc3c2=O)CC1
→ u	u	-22%
COc1ccc(CC(=O)OCC(=O)Nc2cc(S(=O)(=O)N3CCOCC3)ccc2N2CCCC2)cc1
→ 0%	-6%	-7%
CCOc1ccc(C(=O)NCC(=O)NC(C)c2ccc(-n3ccnc3)cc2)cc1OCC (centres undefined)
→ 2%	0%	-15%
COC(=O)c1cccc(NC(=O)/C=C/c2ccc3c(c2)OCO3)c1
→ u	-4%	u
Cc1ccc(NC(=O)C2C3CCCCC32)cc1[N+](=O)[O-] (centres undefined)
→ -29%	1%	0%
Cc1ccc(C2=NS(=O)(=O)N(C)C(C(=O)NCc3ccccc3)=C2)cc1
→ -3%	-6%	u
COCC1CCCN(C(=O)c2cc(COc3ccc4ncccc4c3)on2)C1 (centres undefined)
→ 7.3µM*	0%	5.8µM*

# Further records
SMILES,TDP1 cell CPT,KAT2A inh,DT40 TDP1 no CPT
N#CCCn1c(=O)c(-c2cccs2)nc2cnc(N3CCOCC3)nc21,-1%,-10%,7%
CCOc1cc(/C=N/NC(=O)c2cc(-c3cccnc3)nc3ccccc23)ccc1O,-29%,-1%,6.5µM*
O=C(Nc1nccs1)c1cccc(S(=O)(=O)N2CCCC2)c1,1%,-4%,4%
COc1ccc([N+](=O)[O-])cc1NC(=O)c1cccs1,2%,-1%,-1%
O=[N+]([O-])c1ccc(S(=O)(=O)NCCN2CCOCC2)cc1,-2%,-2%,1%
CCC(=O)Nc1ccc2c(c1)OCCO2,-18%,0%,8%
CCOC(=O)CNS(=O)(=O)c1cc(-c2nnc(Nc3ccc4c(c3)OCO4)c3ccccc23)ccc1C,u,0%,u
CCc1c(C)c2ccccc2[nH]c1=O,-23%,x,u
O=C(O)C(Cc1ccccc1)N1C(=O)c2ccccc2C1=O (centres undefined),-2%,-6%,-3%
COc1ccc(COc2cc(-c3cccc(OC)c3)nc3ccc(N)cc23)cc1,1.5µM*,-15%[88.6 µM],1.5µM*
Fc1ccc(Cc2cn3cc(-c4ccc(F)cc4)nc3s2)cc1,u,-5%,-39%
COCCCNC(=O)CCCC(=O)NCCCOC,2%,-27%,2%
CC(=O)N1CCc2cc(Br)cc(S(=O)(=O)NCCc3cccc(C)c3)c21,u,4%,u
Nc1ncc2c(n1)-c1ccoc1CC2,1%,2%,-22%
CC(C)(C)c1nc2c(s1)CCc1onc(-c3ccc(Br)cc3)c1-2,-1%,x,-14%
Cc1cc(C(=O)NNc2ccc(F)cc2)no1,9%,-5%,-8%
O=C1CCN(Cc2ccc(-c3ccccc3)cc2)CCN1Cc1ccccn1,u,x,u
Cc1ccc([N+](=O)[O-])cc1NC(=S)NC(=O)c1ccco1,5%,0%,-17%
O=C(O)C1CC(=O)N(Cc2cccnc2)C1 (centres undefined),3%,-4%,-1%
Cc1ccc(N2C(=O)C3CCCN3C2=S)cc1C (centres undefined),u,-12%,-13%
CCCCn1nnnc1C(c1ccnc2ccccc12)N1CCN(C/C=C/c2ccccc2)CC1 (centres undefined),21µM*,x,21µM*
Cc1ccc(C(=O)NCC(=O)OCCCn2c(=O)[nH]c3ccccc32)cc1,7%,-3%,-3%
COc1cc(CNCCN2CCOCC2)ccc1OCC(=O)NC(C)(C)C,11%,6%,2%
CC[C@@H](C)[C@@H]1CN([C@@H](CN2CCC[C@H]2CN2C(N)=NC[C@H]2C(C)C)C(C)C)C(=N)N1CCc1ccc(Cl)c(Cl)c1,u,-1%,16µM*
Cc1ccccc1-c1nc(CN2CCC(C(=O)NC3CCN(Cc4ccccc4)CC3)CC2)c(C)o1,21µM*,x,u
CN1CCc2c(sc3nc(SCC(=O)NCc4ccco4)n(-c4ccccc4)c(=O)c23)C1,u,-14%,u

# Looked up one by one from the entries so far (3):
SMILES,TDP1 cell CPT,KAT2A inh,DT40 TDP1 no CPT
O=[N+]([O-])c1ccc(S(=O)(=O)NCCN2CCOCC2)cc1,-2%,-2%,1%
CCC(=O)Nc1ccc2c(c1)OCCO2,-18%,0%,8%
COCCCNC(=O)CCCC(=O)NCCCOC,2%,-27%,2%

# Shown bar-delimited: entries from further up
canonical_smiles | TDP1 cell CPT | KAT2A inh | DT40 TDP1 no CPT
O=[N+]([O-])c1ccc(S(=O)(=O)NCCN2CCOCC2)cc1 | -2% | -2% | 1%
CCC(=O)Nc1ccc2c(c1)OCCO2 | -18% | 0% | 8%

# Screening results as filed in PubChem BioAssay.
